GLP1R inv ag = inverse agonists of human GLP-1 receptor. P43220. HEK293 GLP-1R CRE-luciferase, luminescence, 24 h; GLP-1R form is constitutively active. Potency, µM (highest dose often 38.3 µM), inactives show at the top dose activity change, negative = inhibition, hits mostly inhibitors. actives 1.6% (n = 410,000); further: potency means the concentration at half of the fitted maximal effect; on the % scale 0 is the no-effect control and ±100 the full control effect; nearly all actives have a fitted effect of over 55% in size
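HEK293 cells stably co-expressing constitutively active GLP-1R and a cAMP-responsive luciferase reporter were seeded in DMEM with 10% Nu serum, given compounds after 12 h, and incubated 24 h at 37 deg C. Luminescence was then read.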
D3 ag = D3 dopamine receptor (human) agonism | max activation, % | D3R DiscoveRx beta-arrestin cells, luminescence, 90 min | actives 0.58% (n = 410,000) | P35462 | AID 652048; in the data active means max activation above about 30%; further: 0% is about no effect; mostly tested at two doses, the higher about 12 µM
Target sequence (P35462 whole entry, looked up): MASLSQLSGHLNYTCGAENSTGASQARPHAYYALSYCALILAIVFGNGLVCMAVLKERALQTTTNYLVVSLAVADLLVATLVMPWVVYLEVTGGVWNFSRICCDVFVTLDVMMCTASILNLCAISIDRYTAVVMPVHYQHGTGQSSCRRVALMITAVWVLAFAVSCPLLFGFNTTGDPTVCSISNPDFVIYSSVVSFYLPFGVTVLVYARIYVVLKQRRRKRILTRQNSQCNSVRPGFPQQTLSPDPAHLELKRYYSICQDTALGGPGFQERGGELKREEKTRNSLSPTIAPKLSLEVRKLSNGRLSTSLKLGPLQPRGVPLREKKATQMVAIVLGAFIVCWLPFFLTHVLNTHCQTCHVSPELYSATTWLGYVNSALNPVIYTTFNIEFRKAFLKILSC
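Agonist-mode cell screen: cells plated at 1500/well and incubated overnight at 37 °C, then exposed to library compounds for 90 min at 37 °C. Detection reagent was added for 30–60 min at room temperature, and luminescence was read.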
WRN helicase inh = inhibitors of human WRN helicase; actives 0.46% (n = 360,000); Q14191; Potency, µM (titrated, usually from 114 µM), without a hit: at the highest dose activity change, negative = inhibition, hits mostly inhibitors; WRN helicase unwinding, fluorescent forked duplex, kinetic; further: potency means the concentration at half of the fitted maximal effect; on the % scale 0 is the no-effect control and ±100 the full control effect; nearly all actives have a fitted effect of over 55% in size
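Screening of the MLSMR collection measured strand separation of a quenched forked DNA duplex (100 nM) by 20 nM WRN with 2 mM ATP, all final. Compounds were preincubated with enzyme 15 min at room temperature.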
HEK293 tox = cytotoxicity in counter-screen for GLP-1R inverse agonists; HEK293 cAMP-luciferase reporter cells, luminescence, 24 h; AID 624418; Potency, µM (highest dose often 38.3 µM), inactives show at the top dose activity change, negative = inhibition, hits mostly inhibitors; actives 0.13% (n = 410,000);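 further: loss of luciferase light is scored as toxicity; potency means the concentration at half of the fitted maximal effect; on the % scale 0 is the no-effect control and ±100 the full control effect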
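Luminescence readout: signal drop marks cytotoxicity. Plated cells grew 12 h at 37 °C, 5% CO2, received 23 nL compound for 24 h, then got luciferase reagent, read after 12 min at RT.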
IL-2 act = activators of IL-2 | IL-2 activation reporter assay, cell-based qHTS; stimulated with anti-CD3/CD4/CD28 beads; in transgenic mouse T cells | activation, % (series mostly up to about 46 µM) | actives 0.065% (n = 360,000); in the data active means activation above about 50%; inconclusive means mostly about 30% to 49%; further: 0% is about no effect
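Quantitative HTS in unstimulated transgenic mouse T cells, with memory T cells as non-tolerant control and PMA/ionomycin as tolerance-bypass control. Compound pretreatment lasted 60 minutes before 18 h bead stimulation; EGFP/DsRed fluorescence read.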
PI5P4Ka inh = blocks human PI5P4K alpha kinase activity. actives 1.2% (n = 330,000). PI5P4Kalpha enzyme, ADP-Glo luminescence, 60 min; stronger effect = lower value. P48426. max response, %. AID 652105; active means max response of -50% or lower; inconclusive means between -30% and -50%; inactive means -30% or higher; further: value at the top dose of about 77 µM; on the % scale 0 is the no-effect control and ±100 the full control effect
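PI5P4Kalpha ADP-Glo assay; 5 microM ATP final; 60 min RT reaction; HEPES pH 7.4/EGTA/CHAPS, 5% DMSO; controls lacking substrate or enzyme; luminescent end-point.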
PLK1 PBD block = inhibitors of human PLK1 polo-box domain binding; actives 2.8% (n = 360,000); Potency, µM, for inactives: max response, negative = inhibition, most hits filed as inhibitors; P53350; Plk1 PBD binding of FITC phosphopeptide, fluorescence polarization; further: potency means the concentration at half of the fitted maximal effect; series mostly up to about 57 µM; on the % scale 0 is the no-effect control and ±100 the full control effect; nearly all actives have a fitted effect of over 65% in size
Target sequence (P53350 whole entry, looked up, the tested form may be a part): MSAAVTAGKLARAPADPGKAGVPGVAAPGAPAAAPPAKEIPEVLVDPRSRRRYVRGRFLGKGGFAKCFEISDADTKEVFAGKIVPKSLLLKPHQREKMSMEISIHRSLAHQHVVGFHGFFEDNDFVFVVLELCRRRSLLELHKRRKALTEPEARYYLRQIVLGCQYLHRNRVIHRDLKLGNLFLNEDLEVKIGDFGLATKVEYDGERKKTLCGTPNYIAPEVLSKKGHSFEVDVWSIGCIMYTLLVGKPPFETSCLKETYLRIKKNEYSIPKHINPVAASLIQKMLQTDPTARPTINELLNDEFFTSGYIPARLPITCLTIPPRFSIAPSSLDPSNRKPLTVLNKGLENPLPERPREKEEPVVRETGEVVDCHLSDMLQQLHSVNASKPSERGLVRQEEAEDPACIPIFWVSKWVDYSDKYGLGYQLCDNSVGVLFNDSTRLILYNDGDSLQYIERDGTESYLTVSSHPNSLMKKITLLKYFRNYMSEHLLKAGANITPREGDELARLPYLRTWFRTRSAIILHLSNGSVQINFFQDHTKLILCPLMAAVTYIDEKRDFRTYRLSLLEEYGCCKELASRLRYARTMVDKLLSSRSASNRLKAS
GLP1R ag = GLP-1 receptor (human) agonism | HEK293 GLP-1R CRE-luciferase, luminescence, 4-6 h; cells express a hypersensitive GLP-1R form | Potency, µM (top dose mostly 45.6 µM), without a hit: top-dose activation, most hits filed as activators | actives 0.007% (n = 380,000) | AID 624172; further: potency means the concentration at half of the fitted maximal effect; % of control where 0% means no effect
DRD3 antagonist = antagonists of human D3 dopamine receptor. P35462. max response, negative = inhibition, %. D3R cells, DiscoveRx beta-arrestin luminescence, antagonist mode; stronger effect = lower value. actives 2.5% (n = 360,000); in the data active means max response below about -50%; inconclusive means no clear call, values can overlap the other calls; further: on the % scale 0 is the no-effect control and ±100 the full control effect; mostly tested at two doses, the higher about 12 µM
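Cells plated overnight at 1500 cells/well, then exposed to library compounds with dopamine controls for 90 minutes at 37 degrees C. DiscoveRx reagent added for 30–60 minutes at room temperature; luminescence read, quantitative HTS format.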
* hit, by the source's call; ? = inconclusive; · = not tested or not shown; [ ] = remark or other dose. Unless noted, the call rests on the fitted dose curve; in most records, active means well fitted curve in the direction sought with a large enough effect; inconclusive means small, poorly fitted or top-dose-only effect, or another doubt; inactive means no such curve, though single readings can be large; an effect the other way counts as inactive or inconclusive.

SMILES	GLP1R inv ag	D3 ag	WRN helicase inh	HEK293 tox	IL-2 act	PI5P4Ka inh	PLK1 PBD block	GLP1R ag	DRD3 antagonist
Cc1c(O)cc2n(c1=O)-c1ccc(Cl)cc1C2(C)C	9%	-4	5%	24%	-2.2	1	-12%	0%	-12
CCOC(=O)CNC(=O)CSc1nc2ncc(Br)cc2[nH]1	3%	-4	4%	15%	-0.2	-2	-12%	-2%	-6
CCOc1ccc(NC(=O)N(Cc2c[nH]c3ccccc23)C2CCCCC2)cc1	-14%	-8	·	-2%	·	·	·	-1%	·
COc1ccc(OC)c(NC(=O)CN(c2ccccc2OC)S(=O)(=O)c2ccc(C)cc2)c1	-29%	7	·	-3%	·	·	·	1%	·
FC(F)(F)c1ccccc1Cc1c(-c2ccccc2)nc2ccc(Br)cn12	-27%	-11	-10%	-5%	-0.5	0	-10%	-5%	0
Cn1c(SCC(=O)NC2CCCCC2)nnc1C(F)(F)F	8%	-4	0%	0%	-0.7	0	-3%	-2%	23
CCOC(=O)CCCN1CC(O)=C(c2nc3ccccc3s2)C1=N	135%[activator]	-7	2%	-4%	-3.2	-9	-1%	8%	17
Cc1nc(N2CCN(C(=O)c3ccco3)CC2)c2c3c(sc2n1)CCC3	-16%	1	-23%	-29%	-0.1	-23	-11%	10%	48
Cc1cc(C)c(C(=O)OCCNC(=O)c2cccnc2)cc1C	0%	2	-9%	5%	-1.7	·	-7%	15%	-14
CCN(CC)P(=O)(Nc1ccc([N+](=O)[O-])cc1)c1c(C)nn(CCC#N)c1NC(=O)c1ccc(Cl)cc1Cl (stereo unspecified)	-17%	8	4%	-13%	2.3	-3	-4%	4%	0
Cc1ccc(C(=O)Nc2cccc3ccccc23)o1	3%	6	1%	-3%	-0.1	-3	2%	4%	6
Cc1ccsc1C(=O)OCC(=O)c1cc(C)n(C)c1C	?	3	4%	12%	0.8	-8	-16%	-5%	-18
Cc1ccc(NC(=O)CSc2nc(=O)n(CCN(C)C)c3c2CCCC3)c(C)c1	-7%	5	0%	2%	0.2	-2	2%	-1%	22
O=C(O)C1=CC[C@@H](c2ccc(Cl)cc2)N(S(=O)(=O)c2ccc(Cl)cc2)[C@H]1c1ccc(F)cc1	?	-12	4%	-22%	0.5	0	?	-5%	-30
CCOC(=O)[C@@H]1[C@H]2COc3ccccc3[C@H]2N2C(=O)N(c3ccc(C(F)(F)F)cc3)C(=O)[C@]12C	?	0	-2%	2%	-1.2	18	-5%	-4%	4
Cc1cccc(N2CN=c3s/c(=C\c4ccncc4)c(=O)n3C2)c1	13%	-1	-9%	17%	1.1	-1	0%	-15%	-7
CC(c1ccccc1C(O)c1ccccc1)N(C)C (stereo unspecified)	-10%	5	-4%	-26%	0.8	·	-3%	-1%	14
O=C(NNC(=O)c1cc(O)c(O)c(O)c1)NC1CCCCC1	17%	-1	-9%[57.1 µM]	-19%	0.0	-9	?	-11%	-4
O=S(=O)(Nc1ccncc1Cl)c1cc(Cl)ccc1Cl	0%	4	6%	1%	-1.7	-2	-12%	-3%	-6
CCN1C(=O)S/C(=C\c2ccc(N3CCOCC3)cc2C)C1=O	22%	13	-12%	-4%	-1.6	-1	3%	6%	8
NS(=O)(=O)c1ccc(CCNC(=O)c2ccccc2-c2ccccc2)cc1	9%	6	-3%	14%	1.9	7	-4%	2%	4
CC(C)C(=O)N[C@H]1CCC2C3CC=C4C[C@@H](O)CC[C@]4(C)C3CC[C@@]21C (stereo partly specified)	24%	3	-1%	1%	0.3	4	3%	5%	16
CCOC(=O)c1oc2cccc(OCC(O)CNC(C)C)c2c1C (stereo unspecified)	-23%	-16	7%	?	-0.4	·	-14%	-4%	-18
O=C(CCc1ccccc1Cl)Nc1ccc(S(=O)(=O)Nc2nccs2)cc1	-28%	-2	-26%	1%	1.1	-10	-10%	-9%	7
CC(=O)c1cccc(NC(=O)C(CC(C)C)NC(=O)C2CCCCC2)c1 (stereo unspecified)	-20%	4	-6%	4%	-2.0	6	2%	1%	17
CCn1c(CSc2nc(C)cc(C)n2)nnc1SCC(=O)Nc1cccc2ccccc12	7%	-19	-15%	-30%	-3.1	·	-7%	18%	?
Cc1noc(C)c1C(=O)N1CCC(CO)(Cc2ccccc2)CC1	17%	11	0%	-2%	2.3	6	2%	6%	36
COc1ccc(S(=O)(=O)N2c3cc(Cl)ccc3Oc3nc4ccccc4nc32)cc1	?	-7	-19%	30%	6.7	9	-3%	2%	0
Cc1cc(=O)[nH]c(SCc2nc3ccccc3n2Cc2ccccc2)n1	0%	-11	-3%	-20%	-2.9	·	-11%	18%	16
O=C(COc1ncnc2sccc12)Nc1ccc(F)cc1F	33%[activator]	1	-12%	23%	-1.5	-13	7%	-4%	-8

Of the compounds above, 2 have an aryl methoxy group:
SMILES	GLP1R inv ag	D3 ag	WRN helicase inh	HEK293 tox	IL-2 act	PI5P4Ka inh	PLK1 PBD block	GLP1R ag	DRD3 antagonist
COc1ccc(OC)c(NC(=O)CN(c2ccccc2OC)S(=O)(=O)c2ccc(C)cc2)c1	-29%	7	·	-3%	·	·	·	1%	·
COc1ccc(S(=O)(=O)N2c3cc(Cl)ccc3Oc3nc4ccccc4nc32)cc1	?	-7	-19%	30%	6.7	9	-3%	2%	0

(continued)
SMILES	GLP1R inv ag	D3 ag	WRN helicase inh	HEK293 tox	IL-2 act	PI5P4Ka inh	PLK1 PBD block	GLP1R ag	DRD3 antagonist
Cc1ccc(C)c(N2CCN(C(=O)c3cc(S(=O)(=O)N4CCCCC4)cn3C)CC2)c1	-11%	3	·	0%	·	·	·	-3%	·
Cc1ccc2cc(N)ccc2n1	7%	0	5%	-7%	-3.5	-7	-9%	-3%	-6
O=C(NCCO)C(=O)c1c(-c2ccccc2)cc2ccccn12	17%	-3	-3%	-23%	-1.7	1	-1%	2%	1
Cc1ccc(NC(=O)NCc2cccn2C)cc1C	-14%	-10	5%	4%	-0.3	1	-16%	21%	-6
CCO[C@H]1OC(C(=O)N2CCN(C)CC2)=C[C@@H](C(C)(C)C)[C@@H]1CCCO	12%	-12	-4%	-7%	2.6	1	0%	-5%	-7
CS(=O)(=O)N1CCC(C(=O)Nc2cccc([N+](=O)[O-])c2)CC1	13%	-6	-7%	0%	-0.1	1	-9%	1%	4
CN(C)CCNC(=S)NC1CCCCC1	0%	-4	3%	-10%	2.1	-9	-6%	-6%	-16
CCC(=O)c1ccc(OCC(=O)Nc2cccc(S(=O)(=O)N(C)c3ccccc3)c2)cc1	?	-4	-6%	-16%	-0.9	0	1%	-5%	-2
N/C(=N\OC(=O)/C=C/c1ccccc1Cl)c1cccnc1	15%	14	-7%	11%	-2.3	-10	-5%	11%	4
C[C@@]12CCC=C[C@H]1[C@H](c1ccc3ccccc3c1Br)N(Cc1ccccc1)C2=O	9%	1	-31%	6%	-3.3	3	-18%	4%	-4
Nc1n[nH]c(-c2ccc(F)cc2)n1	7%	0	0%	5%	-1.0	-8	-5%	-8%	?
CCn1nc(C)c(CNC(=O)Nc2ccc3c(c2)OCO3)c1C	36%[activator][7.66 µM]	0	6%	-1%[7.66 µM]	2.0	-6	5%	1%	8
CC(Oc1cccc(Cl)c1)C(=O)Nc1ccccc1C(=O)N1CCCCC1 (stereo unspecified)	?	-3	2%	-8%	-6.8	-3	-14%	4%	-19
CCCC(=O)Nc1ccc(C(=O)Nc2nnc(COC)s2)cc1	0%	-1	4%	-2%	2.5	-16	-8%	-13%	-1
Cc1nc2cc(NC(=O)NC3CC3)ccc2n1C	9%	5	9%	9%	0.2	3	-12%	2%	-3
CN(c1ccc(C(=O)NCc2cccnc2)cc1)S(C)(=O)=O	3%	7	-24%[57.1 µM]	2%	-1.1	-7	-6%	-10%	-1
Cc1ccc(C(=O)NCCCN2CCOCC2)o1	2%	0	5%	-10%	1.1	0	-1%	-10%	5
Cc1nnc2ccc(N3CCN(C(=O)c4ccccc4)CC3)nn12	32%[activator]	0	6%	-17%	-0.5	-8	-15%	1%	21
CCOc1ccc(-c2cc(C(=O)Nc3cc(OC)c(OC)c(OC)c3)[nH]n2)c(C)c1	?	8	-1%	2%	1.0	-8	4%	10%	15
CCOC(=O)c1cc(-c2ccc(C)cc2)n(CC(=O)Nc2ccccc2F)c1C	-3%	1	·	-1%	·	·	·	0%	·
CNC(=O)CN1C(=O)NC2(CCc3ccccc32)C1=O (stereo unspecified)	23%	1	-4%	2%	-1.5	·	1%	2%	-16
CCOc1ccc(Nc2nc(N)c([N+](=O)[O-])c(N3CCOCC3)n2)cc1	52%[activator]	6	-6%	9%	-1.1	-11	-3%	22%	4
CN1CCN(C(=O)c2ccc3ccccc3c2)CC1	3%	-61	3%	-6%	0.2	·	0%	-9%	-83*
CN(C)c1cncc(C(=O)O)c1	1%	1	10%	-16%	0.6	-1	2%	-6%	-4
Cc1ccc(S(=O)(=O)N2CCNC(=O)CC2)cc1	4%	3	1%	1%	0.1	3	-1%	0%	-6
COC(=O)c1oc2ccc(Br)cc2c1NC(=O)c1ccccc1	10%	-12	-2%	-5%	0.4	0	-7%	-20%	10
Cc1nc2ccccc2c2oc(C(=O)NCCN3CCCCC3C)cc12 (stereo unspecified)	?	-12	15%	-32%	-1.7	11	1%	-7%	-17
Cc1cc([N+](=O)[O-])cc([N+](=O)[O-])c1NCC(C)C	7%	-2	-12%	-3%	1.6	3	-7%	19%	-21
NNC(=O)COc1ccccc1[N+](=O)[O-]	-2%	-4	4%	-5%	0.1	-3	-13%	4%	1
Cc1[nH]c2ccccc2c1/C=N/NC(=O)CNC(=O)Cc1ccccc1	-4%	-7	4%	2%	-4.0	1	-15%	-4%	-11
O=[N+]([O-])c1nccn1CCCCCCCCCCCN1CCOCC1	?	-17	-11%	2%	-0.8	-2	2%	6%	-23
Cc1ccc(OCC(=O)O/N=C(\N)Cc2cccs2)cc1C	?	3	-6%	11%	-1.0	2	-23%	8%	20
C=CCNCCCCOc1ccc(C)cc1[N+](=O)[O-]	-19%	1	-8%	-16%	-0.6	-1	-3%	-4%	-82*

High-throughput results deposited in PubChem by National Center for Advancing Translational Sciences (NCATS).
